ADAM17 inh: inhibits human ADAM17 | P78536 | recombinant ADAM17, EDANS/DABCYL FRET peptide cleavage | inhibition, % at 6.95 µM | 370,000 tested, 0.83% active;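 active = inhibition above the mean of compounds lying between control limits plus 3 SD, set per campaign, cut at about 8.5% in these data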;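 also: 0% = DMSO-only wells as the low control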
KLK7 zymogen act: activates the human kallikrein-7 zymogen; AID 652039; P49862; purified proKLK7, EDANS-DABCYL substrate fluorescence; 100% is mature enzyme control, 0% vehicle; 370,000 tested, 0.9% active; activation, % at 7 µM;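 active = activation above the mean of all tested compounds plus 3 SD, computed per campaign excluding outliers beyond control limits, cut at about 13% in these data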
ASAP1 GAP inh: inhibitors of human ASAP1 ArfGAP activity; Q9ULH1; ASAP1-stimulated ARF1 GTP hydrolysis, GDP FP detection; inhibition, % at 16.5 µM; 360,000 tested, 0.19% active; in the data active = inhibition above about 25%;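 also: 0% = vehicle with enzyme and substrate and 100% = no enzyme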
MBD2 inh: MBD2-methylated oligo binding inhibition | TR-FRET, MBD2 binding to methylated oligonucleotide | 370,000 tested, 0.31% active | Q9UBB5 | inhibition, % at 4.4 µM; in the data active = inhibition above about 13%
Target sequence (Q9UBB5 whole entry, looked up): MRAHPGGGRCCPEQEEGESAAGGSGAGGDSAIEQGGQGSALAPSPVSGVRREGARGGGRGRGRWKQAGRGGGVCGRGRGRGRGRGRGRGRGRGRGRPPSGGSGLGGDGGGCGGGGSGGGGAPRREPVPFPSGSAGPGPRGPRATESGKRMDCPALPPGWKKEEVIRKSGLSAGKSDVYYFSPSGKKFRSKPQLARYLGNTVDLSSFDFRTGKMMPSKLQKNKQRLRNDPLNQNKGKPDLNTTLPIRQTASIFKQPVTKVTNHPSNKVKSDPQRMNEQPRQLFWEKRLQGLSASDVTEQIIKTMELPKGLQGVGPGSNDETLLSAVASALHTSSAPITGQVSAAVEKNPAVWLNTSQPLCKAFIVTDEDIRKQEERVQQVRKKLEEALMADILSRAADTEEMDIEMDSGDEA
PLCb3 inh: inhibitors of human phospholipase C beta3; inhibition, % at 12.2 µM; 370,000 tested, 0.18% active; Q01970; Purified PLC-beta3, fluorogenic substrate, fluorescence; AID 720704; in the data active = inhibition above about 11%;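 also: 0% = median of compound wells on plate and 100% = full blocker control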
ARFGAP1 inh: inhibitors of rat ARFGAP1. Q62848. Arfgap1-stimulated ARF1 GTP hydrolysis, GDP FP detection. inhibition, % at 16.5 µM. 360,000 tested, 0.26% active;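 active = inhibition above a per-plate limit, mean inhibition of low control wells plus 3 SD, cut at about 25% in these data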;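 also: 0% = DMSO wells with enzyme and 100% = wells lacking Arfgap1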
Target sequence (Q62848 1-136 limits assumed): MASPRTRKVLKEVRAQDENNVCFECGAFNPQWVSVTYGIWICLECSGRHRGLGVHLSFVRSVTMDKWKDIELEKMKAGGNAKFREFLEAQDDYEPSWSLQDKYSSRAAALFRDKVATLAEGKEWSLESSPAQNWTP
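System: truncated rat Arfgap1 GAP domain / Benchmarks: high control wells lacking Arfgap1, low control full reaction with DMSO / Times: compound-enzyme preincubation 20 min, reaction 120 min, detection 60 min, 25 °C / Repeats: one replicate per compound / Also added: human ARF1(Δ1-17)-GTP substrate / Measured by: Tracer-displacement fluorescence polarization with EDTA stop, 620/688 nm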
PLCg1 inh: PLC-gamma1 (human) inhibition, primary screen; P19174; purified PLC-gamma1, fluorogenic substrate, fluorescence; inhibition, % at 12.2 µM; 370,000 tested, 0.84% active; in the data active = inhibition above about 9.5%
DDE Tn6 FP inh: DD(E)-Tn6 binding inhibition, primary FP screen; 370,000 tested, 0.21% active; AID 720509; Fibrin DD(E) TRITC-Tn6 fluorescence polarization displacement; P02675; inhibition, % at 8.3 µM;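 active = inhibition above a per-campaign cutoff: mean of compounds within control limits plus 3 SD, cut at about 15% in these data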;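 also: 0% = median of all compound wells on the plate and 100% = blocking peptide control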
Target sequence (P02675 whole entry, looked up): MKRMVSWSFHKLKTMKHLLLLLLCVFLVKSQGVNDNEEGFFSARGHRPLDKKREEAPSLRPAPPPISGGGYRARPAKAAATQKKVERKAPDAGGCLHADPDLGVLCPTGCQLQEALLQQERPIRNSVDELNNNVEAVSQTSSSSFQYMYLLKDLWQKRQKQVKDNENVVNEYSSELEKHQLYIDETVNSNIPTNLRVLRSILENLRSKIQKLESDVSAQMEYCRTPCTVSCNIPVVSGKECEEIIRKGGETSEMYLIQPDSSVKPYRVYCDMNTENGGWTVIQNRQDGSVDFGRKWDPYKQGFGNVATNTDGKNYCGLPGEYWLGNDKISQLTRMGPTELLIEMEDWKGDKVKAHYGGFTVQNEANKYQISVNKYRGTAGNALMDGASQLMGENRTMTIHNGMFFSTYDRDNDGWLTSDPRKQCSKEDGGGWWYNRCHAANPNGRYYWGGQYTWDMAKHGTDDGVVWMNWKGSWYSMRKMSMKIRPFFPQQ
Tn7 DDE FP: inhibitors of Tn7 peptide binding to human fibrin DD(E); P02675; FP displacement of FITC-Tn7 peptide from fibrin DD(E); 0% = median of compound wells per plate; inhibition, % at 8.3 µM; 370,000 tested, 0.13% active;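 active = inhibition above the mean of compounds falling within the control limits plus 3 SD of them, cut at about 14% in these data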;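 also: 0% = plate median of compound wells and 100% = 10 µM Aha-Tn7 peptide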
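Also added: labelled Tn7 tracer, 0.1 µM; Assay system: human fibrin DD(E) protein; Amount: 2 µM fibrin DD(E); Schedule: 10 min compound pre-incubation, 3 h probe incubation at room temperature; Repeats: one replicate per compound; Read-out basis: percent inhibition; Measured by: fluorescence polarization of the labelled Tn7 tracer.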
UHRF1 MBD2 ctr: human UHRF1 methylated DNA binding inhibitors. 370,000 tested, 0.75% active. inhibition, % at 4.4 µM. Q96T88. UHRF1 binding to methylated oligo, TR-FRET; in the data active = inhibition above about 21%;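 also: UHRF1 SRA domain binding a hemimethylated CpG hairpin DNA probe; 0% = median of test compound wells and 100% = reference inhibitor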
An asterisk follows results filed as active; i = inactive; · = no result given.

1) CCOC(=O)N1CCC(N2CC34C=CC(O3)C(C(=O)Nc3ccc(C(C)C)cc3)C4C2=O)CC1 (stereo not given)
2) O=C(COc1ccccc1)Nc1ccc(NC(=O)c2ccco2)cc1
3) COc1ccc(/C=C2\CCCC3C2=NN(C(=O)c2scnc2C)C3c2ccc(OC)c(OC)c2)cc1OC (stereo not given)
4) Nn1c(SCC(=O)Nc2ccc3c(c2)OCO3)nnc1-c1ccncc1
5) C[C@H](CO)N1C[C@H](C)[C@H](CN(C)S(=O)(=O)c2ccc(-n3cccn3)cc2)OCc2cnnn2CCCC1=O
6) COc1cccc(C(C(=O)NC2CCCC2)N(CC2CCCO2)C(=O)Cc2cccs2)c1 (stereo not given)
7) COc1ccc(-n2c(=O)c3c(C)c(C)sc3n(Cc3ccc(F)cc3)c2=O)c(OC)c1
8) Cc1ccc(CN2CCC(CO)(CC3CCCCO3)CC2)o1 (stereo not given)
Assay by compound	1	2	3	4	5	6	7	8
ADAM17 inh	-1	-2	1	3	-2	-2	2	4
KLK7 zymogen act	-0.6	0.1	0.5	0.4	-0.6	0.7	-0.1	0.2
ASAP1 GAP inh	5	6	0	-3	0	4	5	1
MBD2 inh	-1	-1	-2	-1	-6	-2	-10	0
PLCb3 inh	6	-4	-32	4	1	3	-6	1
ARFGAP1 inh	-8	-1	-7	1	5	5	2	8
PLCg1 inh	1	2	-7	7	1	2	-1	1
DDE Tn6 FP inh	0	2	1	3	-8	10	3	-1
Tn7 DDE FP	11	2	-5	0	-5	-2	11	-2
UHRF1 MBD2 ctr	3	0	1	4	2	4	0	1

9) CC(=O)N1CCc2cc(S(=O)(=O)NCC(=O)NCc3ccc(Cl)cc3)ccc21
10) CCC(=O)NC(c1ccccc1)c1c(O)ccc2ccccc12 (stereo not given)
11) CC(Oc1ccccc1Cl)C(=O)Nc1ccc(S(=O)(=O)N2CCN(C)CC2)cc1 (stereo not given)
12) CN1CCC(=NNC(=O)C(=O)NC2CCCC2)CC1
13) CC(C)C(=O)Nc1nnc(Sc2ccc(N(C)C)cc2)s1
14) c1ccc(-c2ccc(CN3C[C@@H]4C(c5ccccc5)C5(c6cccnc6)CC4(C5)[C@H]3c3ccccc3)cc2)cc1 (stereo not given in full)
15) COc1cc(C(=O)N2CCC(c3nc(-c4cccnc4)no3)CC2)cc(OC)c1OC
16) COc1ccccc1OCC(=O)NCc1n[nH]c(=O)c2ccccc12
Assay by compound	9	10	11	12	13	14	15	16
ADAM17 inh	6	-22	-2	-5	-3	6	-6	-8
KLK7 zymogen act	-0.2	-4.8	-0.2	-0.4	0.3	0.1	0.2	-0.3
ASAP1 GAP inh	8	12	-9	3	11	-10	-10	4
MBD2 inh	0	1	-3	-3	-3	1	-3	4
PLCb3 inh	-12	-18	-7	-1	2	-2	0	-15
ARFGAP1 inh	7	8	-8	8	-9	-10	-7	-2
PLCg1 inh	9	-8	-1	2	0	6	-2	-8
DDE Tn6 FP inh	-6	-2	4	-2	6	-1	5	-1
Tn7 DDE FP	-1	-5	4	-8	2	-2	1	7
UHRF1 MBD2 ctr	2	1	-7	1	2	5	2	4

17) O=C(NCc1cccc(F)c1)c1ccc(N2C(=O)Cn3c(cc4sccc43)C2=O)cc1
18) O=C(CCC(=O)N1CCCc2ccccc21)N1CCN(S(=O)(=O)c2ccccc2)CC1
19) CCn1c(Oc2ccc(F)cc2)nc2c1c(=O)n(C)c(=O)n2C
20) O=C1CSC(c2nn(-c3ccccc3)cc2-c2cc3ccccc3oc2=O)N1Cc1ccco1 (stereo not given)
21) COC(=O)c1ccc(CN2C(=O)NC(Cc3c[nH]c4ccccc34)C2=O)cc1 (stereo not given)
22) COc1ccc(OC)c(S(=O)(=O)NC(C)c2ccc(-n3ccnc3)cc2)c1 (stereo not given)
23) O=C(c1ccc(CS(=O)(=O)c2c(Cl)cccc2Cl)o1)N1CCN(c2ccccn2)CC1
24) COCCN(C(=O)COC(=O)/C=C/c1ccco1)c1c(N)n(Cc2ccccc2)c(=O)[nH]c1=O
Assay by compound	17	18	19	20	21	22	23	24
ADAM17 inh	-5	1	-1	-53	1	0	-3	-1
KLK7 zymogen act	-1.2	0.2	-0.3	1.0	1.1	-0.4	0.0	0.0
ASAP1 GAP inh	-9	7	12	-12	4	11	17	2
MBD2 inh	3	-6	-2	1	-6	2	1	0
PLCb3 inh	-36	10	-3	-449	-1	-7	0	-9
ARFGAP1 inh	9	13	20	0	-1	-6	-8	12
PLCg1 inh	-31	11*	5	-264	4	1	-2	-4
DDE Tn6 FP inh	-4	-7	3	-3	-2	0	-2	-4
Tn7 DDE FP	0	-4	-5	1	-7	4	-7	4
UHRF1 MBD2 ctr	2	4	2	-4	-3	3	2	3

25) CCn1c(SCC(=O)Nc2ccc(C)cc2)nc(O)cc1=O
26) Cc1cc2nc(-c3cccc(Br)c3)c(Cc3ccccc3)n2c(C)c1Br
27) CCCCOC(=O)CSc1nnc(N)s1
28) CC(SCC(=O)Nc1ccc(F)cc1)c1nc2ccccc2c(=O)[nH]1 (stereo not given)
29) Cc1ccc(/C=N/n2c(-c3cccs3)n[nH]c2=S)cc1
30) Cc1ccc(F)c(NC(=S)Nc2cccc3ccccc23)c1
31) CC(C)(C)C(=O)O/N=C(\N)c1ccc([N+](=O)[O-])s1
32) O=C(NCCc1ccccc1)C(=O)NCC1CCCN1S(=O)(=O)c1cccs1 (stereo not given)
Assay by compound	25	26	27	28	29	30	31	32
ADAM17 inh	-3	-2	-2	-2	-2	-79	-4	-3
KLK7 zymogen act	0.2	0.2	-0.2	-0.3	-0.2	-11	0.3	0.4
ASAP1 GAP inh	-2	6	1	-1	-11	19	1	-3
MBD2 inh	-5	0	6	-1	-4	-2	4	2
PLCb3 inh	-8	-11	-3	-6	-8	-116	-4	0
ARFGAP1 inh	-6	-3	2	5	-1	7	-3	13
PLCg1 inh	3	-6	2	1	-3	-80	0	-2
DDE Tn6 FP inh	6	-2	4	0	6	0	-3	-3
Tn7 DDE FP	10	3	-5	-2	-2	-2	-3	-7
UHRF1 MBD2 ctr	0	9	6	1	1	-2	2	-2

33) CNC(=O)COC(=O)c1cc(-c2ccco2)nc2ccccc12
34) COc1ccc(CNC(=O)c2cc(-c3ccco3)on2)cc1
35) Cc1ccccc1S(=O)(=O)Cc1ccc(C(=O)NCc2ccc(F)cc2)o1
36) CCCCCC(=O)Nc1ccc2oc(-c3cncc(Br)c3)nc2c1
37) CCn1c(CC(=O)Nc2ccccc2)nnc1SCC(=O)N1CCOCC1
38) O=c1oc(=S)oc2c1[C@H](c1ccc(Cl)cc1)O[C@H](C1CCCC1)C2
39) N#CC1C=Cc2ccccc2N1C(=O)c1ccccc1 (stereo not given)
40) OC(COc1ccc(F)cc1Cl)CN1CCC(Cc2ccccc2)CC1 (stereo not given)
Assay by compound	33	34	35	36	37	38	39	40
ADAM17 inh	-149	-4	-1	-15	-5	1	-5	-4
KLK7 zymogen act	130*	0.5	-0.6	3.3	-0.8	0.3	-0.3	0.0
ASAP1 GAP inh	11	-1	-4	15	3	-2	15	-12
MBD2 inh	3	4	-1	-3	3	-2	-5	-1
PLCb3 inh	i	-2	2	-39	-5	2	-27	-3
ARFGAP1 inh	-5	-10	-11	15	-3	-8	-4	11
PLCg1 inh	i	-4	0	-27	1	1	-11	1
DDE Tn6 FP inh	0	-8	9	16*	-3	3	1	2
Tn7 DDE FP	-5	2	5	-1	-3	2	4	8
UHRF1 MBD2 ctr	11	8	4	0	1	0	-3	-2

An excerpt from above in order of heavy-atom count, low to high:
31) CC(C)(C)C(=O)O/N=C(\N)c1ccc([N+](=O)[O-])s1
39) N#CC1C=Cc2ccccc2N1C(=O)c1ccccc1 (stereo not given)
33) CNC(=O)COC(=O)c1cc(-c2ccco2)nc2ccccc12
38) O=c1oc(=S)oc2c1[C@H](c1ccc(Cl)cc1)O[C@H](C1CCCC1)C2
40) OC(COc1ccc(F)cc1Cl)CN1CCC(Cc2ccccc2)CC1 (stereo not given)
35) Cc1ccccc1S(=O)(=O)Cc1ccc(C(=O)NCc2ccc(F)cc2)o1
32) O=C(NCCc1ccccc1)C(=O)NCC1CCCN1S(=O)(=O)c1cccs1 (stereo not given)
Assay by compound	31	39	33	38	40	35	32
ADAM17 inh	-4	-5	-149	1	-4	-1	-3
KLK7 zymogen act	0.3	-0.3	130*	0.3	0.0	-0.6	0.4
ASAP1 GAP inh	1	15	11	-2	-12	-4	-3
MBD2 inh	4	-5	3	-2	-1	-1	2
PLCb3 inh	-4	-27	i	2	-3	2	0
ARFGAP1 inh	-3	-4	-5	-8	11	-11	13
PLCg1 inh	0	-11	i	1	1	0	-2
DDE Tn6 FP inh	-3	1	0	3	2	9	-3
Tn7 DDE FP	-3	4	-5	2	8	5	-7
UHRF1 MBD2 ctr	2	-3	11	0	-2	4	-2

Remaining list, next part:
41) CCc1ccccc1NC(=O)CN1CCN(C(=O)CN2C(=O)NC3(CCCC3)C2=O)CC1
42) c1ccc(-c2ncc(CSc3nncn3-c3ccccc3)s2)cc1
43) O=C(Nc1nnc(Cc2ccccc2)s1)c1ccccc1
44) CC(C)CCNC(=O)NC(=O)COc1c(F)c(F)cc(F)c1F
45) CCCOc1ccc(N2CC(C(=O)NC(C)C)CC2=O)cc1 (stereo not given)
46) O=C(Nc1ccc2c(c1)OCO2)N1CCN(C/C=C/c2ccccc2)CC1
47) Nn1cc(-c2ccccc2)nc1SCC(=O)Nc1ccc(S(N)(=O)=O)cc1
48) CN(C(=O)[C@@H](C1CC1)[C@@H](O)c1ccc(Cl)cc1)c1ccccc1
Assay by compound	41	42	43	44	45	46	47	48
ADAM17 inh	-4	2	-2	0	-4	-4	1	-2
KLK7 zymogen act	0.2	0.7	-0.1	0.2	-0.2	0.5	0.2	0.9
ASAP1 GAP inh	-6	7	-4	-1	-1	-7	0	·
MBD2 inh	5	2	1	-2	0	-5	-3	-4
PLCb3 inh	-6	3	-7	-2	-3	0	-62	3
ARFGAP1 inh	5	12	-2	0	5	1	9	·
PLCg1 inh	-1	7	-1	0	-1	-1	-12	3
DDE Tn6 FP inh	-6	10	6	-3	-6	-1	1	8
Tn7 DDE FP	-4	1	0	2	-3	-1	-7	5
UHRF1 MBD2 ctr	1	3	-1	0	2	-1	-2	3

49) COc1ccc(-n2c(SCC(=O)NCc3ccco3)nc3c([nH]c4ccccc43)c2=O)cc1
50) COc1cccc(N2CCN(c3ccc(S(=O)(=O)N4CCN(C)CC4)cc3[N+](=O)[O-])CC2)c1
51) O=C(Nc1cc(F)ccc1F)N1CCN(c2ccnc3cc(Cl)ccc23)CC1
52) CCOC(=O)c1ccc(CNC(=O)C2CCCCC2C(=O)OCC(F)(F)F)o1 (stereo not given)
Assay by compound	49	50	51	52
ADAM17 inh	-5	1	-2	0
KLK7 zymogen act	-0.1	0.7	0.2	-0.8
ASAP1 GAP inh	-16	-7	4	-8
MBD2 inh	2	1	-6	0
PLCb3 inh	-4	3	-10	-1
ARFGAP1 inh	8	-5	6	-5
PLCg1 inh	2	0	0	3
DDE Tn6 FP inh	-6	4	1	-5
Tn7 DDE FP	8	0	6	2
UHRF1 MBD2 ctr	1	-3	-1	4

Screening data deposited in PubChem BioAssay by The Scripps Research Institute Molecular Screening Center.
